Screening data (PubChem)
KLF5 inh: suppresses KLF5 promoter-driven expression; DLD-1 KLF5 promoter-luciferase reporter, luminescence; actives 0.23% (n = 290,000); inhibition, % at 5 µM; AID 1700;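 active means inhibition above a per-plate limit of that plate's mean compound inhibition plus 3 SD, cut at about 60% in these data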;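 further: 0% = DMSO wells and 100% = LY294002 at 200 µM; higher means less KLF5 promoter-driven luciferase light; inactives centre near -14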
HSF1 inh: HSF1 inhibition. actives 0.77% (n = 300,000). activity change, negative = inhibition, % at 7.5 µM (by protocol). AID 2098. NIH3T3-HGL HSE-luciferase, MG132-induced, luminescence 8 h; stronger effect = lower value;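 active means more than half of replicate wells show activity change below -50%, luminescence cut by over half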;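 further: luciferase reports HSF-1 transcriptional activity via heat shock element; 0% = median of DMSO wells and -100% = zero luminescence signal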
IEC-6 cytotox: IEC-6 cytotoxicity, counter-screen for KLF5 inhibitors; inhibition, % at 5 µM; actives 0.78% (n = 290,000); luminescence viability; AID 1825; in the data active means inhibition above about 22%;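 further: 0% = plate median of test compound wells and 100% = cytotoxic reference compound wells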
GSK3 alpha inh: inhibitors of human GSK-3 alpha kinase | P49840 | ADP-Glo luminescence, 60 min | inhibition, % at 10 µM | actives 0.1% (n = 320,000);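 in the data active means inhibition above about 50%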;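 further: GST-tagged GSK-3 alpha with peptide substrate and 25 µM ATP; 0% = DMSO neutral wells and 100% = GW8510 positive control wells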
Target sequence (P49840 whole entry, looked up): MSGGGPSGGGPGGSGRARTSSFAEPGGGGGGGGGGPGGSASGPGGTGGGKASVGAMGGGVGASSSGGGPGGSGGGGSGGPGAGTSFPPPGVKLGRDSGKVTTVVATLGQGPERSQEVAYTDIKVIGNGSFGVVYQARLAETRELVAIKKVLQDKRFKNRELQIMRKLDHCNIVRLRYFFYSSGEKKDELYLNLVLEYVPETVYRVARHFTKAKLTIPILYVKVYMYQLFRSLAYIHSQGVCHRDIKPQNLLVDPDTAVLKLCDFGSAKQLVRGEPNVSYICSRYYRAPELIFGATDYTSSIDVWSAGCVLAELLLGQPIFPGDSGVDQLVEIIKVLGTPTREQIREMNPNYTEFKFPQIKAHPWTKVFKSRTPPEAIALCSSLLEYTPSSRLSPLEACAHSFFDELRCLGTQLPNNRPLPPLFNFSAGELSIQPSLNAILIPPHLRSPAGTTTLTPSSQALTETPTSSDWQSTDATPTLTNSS
DYRK1A inh: Dyrk1A (rat) kinase inhibition; inhibition, % at 12.5 µM; actives 0.43% (n = 310,000); ADP-Glo luminescence, NFATc1 peptide; in the data active means inhibition above about 50%;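 further: plate controls were vehicle with enzyme for no effect and no enzyme for full effect; many of its hits are not listed in these tables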
GSK3beta inhib: inhibitors of human GSK3beta kinase | P49841 | GST-GSK3beta kinase, ADP-Glo luminescence, 60 min; stronger effect = lower value | activity score (negative = inhibition), % at 10 µM | actives 0.038% (n = 300,000) | AID 2097;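 active means more than half of replicate wells score below -50%, meaning over 50% inhibition versus plate controls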;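 further: 0% = median DMSO wells and -100% = median GW8510 positive control wells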
Target sequence (P49841 whole entry, looked up): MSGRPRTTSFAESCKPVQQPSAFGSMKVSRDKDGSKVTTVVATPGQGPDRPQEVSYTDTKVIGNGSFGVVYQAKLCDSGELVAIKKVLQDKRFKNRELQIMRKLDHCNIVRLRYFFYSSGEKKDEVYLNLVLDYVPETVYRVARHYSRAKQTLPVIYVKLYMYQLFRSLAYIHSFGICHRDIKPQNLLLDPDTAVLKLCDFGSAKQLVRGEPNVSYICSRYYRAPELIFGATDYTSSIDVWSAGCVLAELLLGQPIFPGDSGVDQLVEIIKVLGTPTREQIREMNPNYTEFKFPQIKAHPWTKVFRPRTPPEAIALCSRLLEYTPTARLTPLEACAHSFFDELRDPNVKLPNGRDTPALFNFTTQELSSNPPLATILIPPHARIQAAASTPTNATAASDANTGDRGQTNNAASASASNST
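Test system – GST-tagged human GSK3beta kinase, cell-free · Incubation – 60 min enzyme reaction, room temperature · Signal – ADP-Glo luminescence · Also added – peptide substrate and ATP at 25 µM · Controls – DMSO neutral wells and GW8510 at 20 µM as positive · Buffer or medium – Tris/MgCl2 kinase buffer · Measure – Luminescence-derived activity versus plate DMSO and GW8510 wells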
Platelet DG rel: modulates dense granule release in human platelets; inhibition, %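 (compounds screened at 7.5 µM in platelet-rich plasma)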; actives 0.22% (n = 300,000); human platelet-rich plasma, SFLLRN dense granule ATP release, luminescence; AID 1663;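 active means mean replicate score, as percent of positive control, at or above 50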
aSyn 5UTR inh: MLPCN primary screen, SNCA 5' untranslated region | alpha-synuclein 5'UTR reporter, inhibitor activity | inhibition, % (tested at 7.5 µM) | actives 0.82% (n = 300,000); in the data active means inhibition above about 60%;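 further: H4 neuroglioblastoma cells stably carrying SNCA 5'UTR luciferase fusion; 0% = DMSO wells and 100% = positive control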
HSF-1 act: increases HSF-1 driven luciferase reporter signal. NIH3T3-HGL HSF-1 luciferase reporter, MG132, 8 h; 100% = twice DMSO control signal. activation, % at 9 µM. actives 1.7% (n = 300,000);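 active means mean replicate activation of at least 50% with a set share of replicates each reaching 50%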;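 further: 0% = median of the neutral control wells and 100% = twice that signal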
HSP90 refold inh: inhibitors of HSP90 luciferase refolding in rabbit reticulocyte lysate; luciferase refolding luminescence, 3 h; inhibition, % at 5.6 µM; actives 0.91% (n = 290,000);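 active means inhibition above the screen-wide mean plus 3 SD, computed separately per campaign, cut at about 16% in these data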;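 further: 0% = DMSO wells and 100% = 60 µM geldanamycin wells; inhibitors lower the luminescence because luciferase stays unfolded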
Active calls of the source: *; . = not tested or not shown. Some of the compounds tested; rates above refer to the full screens.

SMILES	KLF5 inh	HSF1 inh	IEC-6 cytotox	GSK3 alpha inh	DYRK1A inh	GSK3beta inhib	Platelet DG rel	aSyn 5UTR inh	HSF-1 act	HSP90 refold inh
CC(=O)NC(CC(=O)O)c1ccc([N+](=O)[O-])cc1 (centres undefined)	-25	9	2	-3	0	-1	-1	-4	23	0
CN1CCN(C(=O)C2=C[C@@H](c3csc4ccccc34)C[C@@H](OCCCCO)O2)CC1	-16	-3	1	.	12	1	4	3	7	6
CCC1=C(OC(=O)N(CC)CC)N2C(=O)OC(=NCCOC)[C@]2(Cc2ccccc2)[C@H]2C1=CC[C@H]1C(=O)N(CC)C(=O)[C@H]12	.	1	.	-2	-1	-1	3	3	1	.
CC(=O)c1c(N2CCN(c3ccccc3)CC2)nc(=S)n(-c2ccccc2)c1C	-14	0	-1	0	-1	2	-10	-13	4	-1
O=C(/C=C/c1ccc(O)c(O)c1)OCCc1ccccc1	.	46	.	7	47	0	6	-131	46	.
O=C(NCCc1ccccc1)c1nccc2ccccc12	.	10	.	0	7	0	16	-111	18	.
CCOC(=O)C1(C)NC(c2cccs2)C2C(=O)N(c3ccccc3)C(=O)C21 (centres undefined)	-4	1	-5	0	0	4	-3	-13	3	1
C=CCn1c(=O)c(C(=O)OCC)c(O)c2ccccc21	-22	-6	-8	-3	0	1	-3	-16	-2	7
C/C(=N\NC(=O)Cn1cc([N+](=O)[O-])cn1)c1ccc(O)cc1	-15	-4	1	2	2	-3	1	4	-1	1
CCOC1=NC(C(=O)O)c2ccccc2/C(=C(/C)Cl)N1 (centres undefined)	-30	-2	-8	.	6	1	-1	5	-3	4
CC(C)C[C@H](NC(=O)c1[nH]cnc1C(=O)N[C@@H](Cc1ccccc1)C(=O)OCc1ccccc1)C(=O)OCc1ccccc1	10	-2	5	0	-7	-1	-3	35	0	5
Cn1nnnc1SCC(=O)c1ccc2c(c1)OCCO2	-32	13	1	-2	-2	2	-1	-67	8	3
O=C(Cc1ccc(Cl)c(Cl)c1)Nc1ccccc1N1CCCC1	-11	6	3	.	3	0	-2	50	12	-4
O=C(NCc1ccco1)c1csc2c1CCCCC2	-41	11	-8	-1	1	-2	3	-1	0	-1
CCOc1ccc(C(=O)NCC(=O)OCCCOC(=O)CNC(=O)c2ccc(OCC)cc2)cc1	-15	2	-2	2	-7	1	7	-1	-7	-2
O=C(Cc1ccccc1)NCC(=O)OCC(=O)c1ccc(Cl)c([N+](=O)[O-])c1	-17	-6	-1	-2	0	-2	3	-12	-20	-7
Nc1ccccc1-c1nnc(SCc2ccccc2F)[nH]c1=O	-21	-1	0	-1	3	1	-2	-29	13	2
COC(=O)c1cccc(S(=O)(=O)N(Cc2ccco2)Cc2cc3ccc(OC)cc3[nH]c2=O)c1	-16	-7	-3	-2	6	2	12	-16	2	-1
Cc1cccc(N2CCN(C(=O)c3ccoc3C)CC2)c1C	-12	-1	4	1	3	1	3	18	33	-1
O=C(Nc1ccccc1)c1cc(S(=O)(=O)Nc2cccnc2)ccc1Cl	-12	-2	-6	-1	13	4	-5	-22	-10	-8
CCCc1[nH]nc2c1C(c1ccc(Br)s1)C(C#N)=C(N)O2 (centres undefined)	6	27	1	13	16	0	-11	-31	19	8
Cc1noc(C)c1S(=O)(=O)N1CCC(C(=O)N2CCN(C3CCCC3)CC2)CC1	-33	-2	4	-1	.	1	13	11	1	-1
Nn1cc(-c2ccccc2)nc1SCC(=O)N1CCN(S(=O)(=O)c2ccccc2)CC1	-16	15	-1	-3	-2	1	-1	12	17	4
CCN(CC(=O)NCc1cccs1)c1nnnn1-c1ccccc1	-9	-6	-4	-1	-2	1	1	3	17	-4
CC1CCCN(C(=O)Cc2cn(Cc3cccc(Cl)c3)c3ccccc23)C1 (centres undefined)	-33	12	-6	4	5	-2	1	7	30	1
CCC(NC(=O)Cc1c(C)c2c(cc(C)c3c(C)c(C)oc32)oc1=O)C(=O)O (centres undefined)	-17	-1	-3	-3	6	1	5	-13	-4	0
CN1CCN(C(=O)C2CCCN(S(=O)(=O)c3ccc(F)cc3)C2)CC1 (centres undefined)	-2	-4	7	-3	-5	1	-1	-4	-12	3
CSc1nsc(N/N=C/c2ccc3c(c2)OCO3)c1C#N	-18	2	13	0	5	-1	12	-231	9	1
S=C(Nc1ccccc1)N1CCN(C(=S)Nc2ccccc2)CC1	17	-4	1	1	.	-1	-1	18	5	4
O=C(Nc1nc2ccc(F)cc2s1)c1cccc(S(=O)(=O)N2CCc3ccccc32)c1	-30	12	3	-7	19	2	3	-21	8	-4
CCOC(=O)C1=NN(C(=O)c2ccc(C)cc2)C(O)(c2ccc(Cl)cc2)C1 (centres undefined)	-23	159	-7	-2	-2	3	-1	8	166*	3
CCCN1CCN(C(=O)C2CCCN(c3ncnc4c3nc3n4CCCCC3)C2)CC1 (centres undefined)	-3	-6	-2	-1	2	1	-5	11	-2	2
N#Cc1ccc(N2CCc3ccccc3C2)c([N+](=O)[O-])c1	-34	2	-3	.	8	4	-13	81*	5	0
N#Cc1ccc(OC(=O)c2cnccn2)cc1	-10	-8	-6	-2	3	1	21	-13	-5	2
CCc1c(C(=O)Nc2ccccc2C(N)=O)csc1C	-50	8	7	-1	3	-30	3	-62	38	0
C1CCN(Cc2nnnn2C2CCCC2)CC1	-21	-5	0	0	2	1	4	10	-6	0
O=C1CCCC/C1=C/Nc1cccc(C(F)(F)F)c1	-6	-2	-2	-2	0	3	3	-32	-5	-2
Cc1cc(F)ccc1NS(=O)(=O)c1cccc2nsnc12	-8	-3	1	-3	-6	0	7	15	-3	7
COc1ccc(N(C(=O)c2cc3ccccc3oc2=O)C2C=CS(=O)(=O)C2)cc1 (centres undefined)	2	1	-1	-2	2	0	1	-62	2	-3
Cc1cc2c(c(=O)o1)C1(C(=O)N(C)c3ccccc31)C(C#N)=C(N)O2 (centres undefined)	-17	6	-3	-1	2	1	4	0	36	5
O=C(Cc1ccc(Br)cc1)Nc1ccc(Cl)cc1	-31	18	2	1	3	1	0	-50	12	-1
O=C(NCC(F)(F)F)Nc1nnc(C(F)(F)F)s1	-15	-6	0	-2	6	0	16	34	-14	-3
CCCN1C(=O)/C(=C2/C=Cc3ccccc3N2CC)SC1=S	2	-9	-9	1	7	-3	26	21	4	4
COCCOC(=O)c1[nH]c2c(c1C)C(=O)CC(c1ccc(OC)c(OC)c1)C2 (centres undefined)	-27	-7	2	-2	1	0	-1	-2	0	3
CCCCCC(=O)Nc1nnn(CCC)n1	-20	2	0	-3	1	-6	-4	5	-5	-6
CN(C)c1nc(N)nc(CSc2nnnn2C)n1	-10	-2	6	-2	-3	1	3	-15	-3	-2
CCCCn1c(N)c(N(CCOC)C(=O)c2cnccn2)c(=O)[nH]c1=O	.	3	.	5	-5	-2	.	8	2	.
O=C(OCCC1Oc2cccnc2NC1=O)c1ccc(F)cc1 (centres undefined)	-19	0	4	0	3	-2	6	-16	3	-5
CN(C1=NC(=O)C(CC(=O)Nc2ccc(Br)cc2)S1)c1ccc(O)cc1 (centres undefined)	-9	-7	7	2	-4	1	3	47	1	3
CCOc1ccccc1NC(=O)CSc1nc2nc(-c3cccs3)cc(C(F)(F)F)c2c(=O)[nH]1	-21	2	-8	1	16	2	-2	1	4	-3
OC(COc1c(F)cc(Br)cc1F)CN1CCOCC1 (centres undefined)	-27	3	4	-2	1	0	1	0	-5	-3
CCOC(=O)c1c(-c2ccc(C)cc2)csc1NC(=O)C1CC=CCC1C(=O)O (centres undefined)	-9	2	-1	-4	0	0	1	7	3	4
CN(Cc1ccc(C(F)(F)F)cc1)C(=O)c1ccc(Oc2ccccc2)cc1	-41	2	3	-3	4	3	1	8	10	3
CCOc1ccc(-n2c(-c3ccc(OC)cc3)c[n+]3c2CCCCC3)cc1	-16	-15	22*	-1	-1	3	5	20	-2	-5
COCCn1c(C(C)C)nc2oc3ccccc3c(=O)c2c1=O	-13	-4	-3	2	4	3	13	17	-6	-3
Cc1ccc(Sc2ncccc2C(=O)NCc2cc([N+](=O)[O-])ccc2O)c(C)c1	-6	-4	-4	2	7	-1	8	-6	16	0
Oc1ccc2cccnc2c1	-17	.	3	-2	18	1	.	.	.	2
COc1ccc(NC(=O)NC(C)c2ccncc2)cc1OC (centres undefined)	-4	-2	3	-4	8	-2	7	-31	6	3
CCN(CC)S(=O)(=O)c1ccc(Cl)c(C(=O)Nc2cc(C)nn2-c2ccccc2C(F)(F)F)c1	-27	-1	-5	3	.	2	-24	8	-1	-2
C=CCc1ccc(OCc2ccc(C(=O)O)o2)c(OC)c1	-38	5	1	-2	-6	-1	7	-121	18	86*
Other entries:
SMILES	KLF5 inh	HSF1 inh	IEC-6 cytotox	GSK3 alpha inh	DYRK1A inh	GSK3beta inhib	Platelet DG rel	aSyn 5UTR inh	HSF-1 act	HSP90 refold inh
CCN1CCc2c(sc(NC(=O)c3ccc(S(=O)(=O)N(C)c4ccccc4)cc3)c2C(=O)NC)C1	-16	-9	-1	5	-6	-3	3	4	-23	1
Cc1cc(NC(=O)CCC(=O)N(c2ccccc2)C(C(=O)NC2CCCC2)c2ccccc2F)no1 (centres undefined)	-8	5	0	0	-5	-1	-4	11	-2	2
Cn1c(NC(=O)/C=C/c2ccccc2)cc(=O)n(C)c1=O	-11	15	0	-3	.	-2	-2	-253	29	-3
Cc1cc2c(c(=O)n1CCN(C)C)C(c1ccc(Cl)cc1)C(C#N)=C(N)O2 (centres undefined)	-43	4	4	4	.	-2	7	-8	15	0
CCCN(CC(=O)Nc1cc(C)on1)S(=O)(=O)c1cccc(C(F)(F)F)c1	-19	-11	-1	-1	.	-2	-40	-7	-31	1
O=C(NCc1nc2ccccc2[nH]1)C1=C[C@@H](C2CCCCC2)C[C@@H](OCc2ccc(CO)cc2)O1	-6	14	3	-3	5	2	10	25	11	5
CCn1ncc(C2=NOC(C(=O)Nc3ccc4c(c3)OCO4)C2)c1C (centres undefined)	-14	0	-1	-3	-1	-6	3	-13	-3	0
COc1ccc(CC(=O)OCC(=O)Nc2ccc3c(c2)OCO3)cc1OC	-2	0	1	-1	-4	-2	1	6	-16	4
CCOC(=O)c1cnc2c(c(C)nn2CC)c1NCCN1CCOCC1	-21	-1	-6	.	-8	3	8	13	-3	0
CCN(CC)Cc1c(O)ccc2c([N+](=O)[O-])c(C)n(-c3ccc(OC)cc3)c12	0	-30	-3	11	27	-11	-50	-17	-35	1
CC1C(=O)N2CCCc3cc(NC(=O)c4ccccc4F)cc1c32 (centres undefined)	.	8	.	-8	4	-2	-7	-5	2	.
CCOC(=O)CCCn1nc(C)n2c(cc3sccc32)c1=O	-22	-8	0	0	9	3	-7	-2	18	1

Profiles as entered above. Values in the order: KLF5 inh, HSF1 inh, IEC-6 cytotox, GSK3 alpha inh, DYRK1A inh, GSK3beta inhib, Platelet DG rel, aSyn 5UTR inh, HSF-1 act, HSP90 refold inh
CCn1ncc(C2=NOC(C(=O)Nc3ccc4c(c3)OCO4)C2)c1C (centres undefined) is listed with -14, 0, -1, -3, -1, -6, 3, -13, -3, 0
CCN(CC)Cc1c(O)ccc2c([N+](=O)[O-])c(C)n(-c3ccc(OC)cc3)c12 is listed with 0, -30, -3, 11, 27, -11, -50, -17, -35, 1
